GSH bead fluor = compound fluorescence on glutathione beads, profiling panel, artefact control, biophysical, 488/530 nm, flow cytometry | fluorescence (KMESF) at 10 µM | 190,000 compounds, 0.25% hits | GSH beads flow cytometry, compound fluorescence 488/530 nm; active compounds read high; in the data active = fluorescence above about 89;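 note: glutathione beads carrying GST-tagged Bcl family fusion proteins plus one bare bead set; values are compound well signal with DMSO vehicle wells as background; inactives centre near 16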
ABCG2 inh = ABCG2 efflux pump inhibitors, primary screen, multiplex with ABCB1, IgMXP3 cells, flow cytometry; Broad substrate specificity ATP-binding cassette transporter ABCG2 (Homo sapiens), Q9UNQ0; JC-1 efflux; inhibition, % at 6.6 µM; 190,000 compounds, 0.1% hits; AID 1325, 2008;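 active = inhibition above 80%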;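 note: 0% = DMSO and 100% = nicardipine control wells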
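Times: 10 min at 25 °C | Test system: Two drug-resistant human cell lines, ABCG2 and ABCB1 | Quantity: 3 million cells/mL final, two lines in 1:1 ratio | Signal: Flow cytometry, 530 nm JC-1 signal | Dosing: Compound at 6.6 µM | Controls: Nicardipine and DMSO wells | Reagent: JC-1 as fluorescent efflux pump substrate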
RGS7-Gao reg = RGS7-Galphao binding modulators, primary screen, biochemical, multiplexed bead flow cytometry. 220,000 compounds, 0.35% hits. actives lie on both sides. binding response (% of control), % at 10 µM; in the data active = binding response below about 49% or above about 150%; inconclusive = no clear call, values can overlap the other calls; inactive = in between;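 note: fluorescent Galphao held in activated GDP-AlF4 state binding bead-coupled RGS7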
Target sequence (P09471 whole entry, looked up): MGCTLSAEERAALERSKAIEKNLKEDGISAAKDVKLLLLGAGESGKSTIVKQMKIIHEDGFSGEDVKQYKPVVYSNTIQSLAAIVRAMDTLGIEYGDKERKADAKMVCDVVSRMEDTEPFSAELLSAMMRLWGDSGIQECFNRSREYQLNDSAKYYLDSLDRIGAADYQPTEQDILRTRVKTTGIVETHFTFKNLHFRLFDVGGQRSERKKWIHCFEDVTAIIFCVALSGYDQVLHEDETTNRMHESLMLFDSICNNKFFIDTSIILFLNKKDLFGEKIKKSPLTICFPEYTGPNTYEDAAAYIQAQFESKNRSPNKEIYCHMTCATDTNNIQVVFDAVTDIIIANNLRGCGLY
Mcl1 Bid PPI = Mcl-1/Bid binding inhibitors, primary screen, biochemical, TR-FRET, 1536-well. Induced myeloid leukemia cell differentiation protein Mcl-1 (Homo sapiens), Q07820. TR-FRET Mcl-1/Bid-Dy647 peptide binding. inhibition, % at 21.7 µM. 220,000 compounds, 0.97% hits;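 active = compounds that cut the binding signal by more than half at the single screening dose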;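 note: His-tagged Mcl-1 with europium anti-His antibody binding Bid BH3 peptide; 0% = Mcl-1 plus peptide wells and 100% = peptide-only wells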
Target sequence (Q07820 whole entry, looked up): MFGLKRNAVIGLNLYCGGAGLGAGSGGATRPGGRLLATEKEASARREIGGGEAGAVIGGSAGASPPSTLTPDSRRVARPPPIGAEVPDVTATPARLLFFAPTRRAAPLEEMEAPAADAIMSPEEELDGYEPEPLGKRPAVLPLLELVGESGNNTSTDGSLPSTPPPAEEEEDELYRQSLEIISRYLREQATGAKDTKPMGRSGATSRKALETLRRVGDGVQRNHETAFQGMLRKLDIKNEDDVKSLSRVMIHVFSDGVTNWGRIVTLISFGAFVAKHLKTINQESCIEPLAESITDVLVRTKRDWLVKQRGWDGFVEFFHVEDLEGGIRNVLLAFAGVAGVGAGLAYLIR
RGS4-Gao reg = modulators of RGS4 binding to Galphao, primary screen, biochemical, multiplexed bead flow cytometry | binding response (% of control), % at 10 µM | 220,000 compounds, 0.33% hits | Guanine nucleotide-binding protein G(o) subunit alpha (Homo sapiens), P09471 | actives lie on both sides; in the data active = binding response below about 49% or above about 150%; inactive = in between;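 note: fluorescent Galphao activated with aluminum fluoride binding bead-coupled RGS4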
Pf gamet viab = late stage P. falciparum gametocyte viability inhibitors, primary screen, ATP luminescence, HTS; P. falciparum stage V gametocytes, 24 h; AID 743093, 2013; inhibition, % at 10.9 µM; 150,000 compounds, 0.065% hits;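 active = inhibition above the mean plus 3 SD of compounds within the control limits, set per campaign, cut at about 38% in these data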;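 note: 0% = DMSO wells and 100% = medium only without gametocytes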
Avidin bead fluor = green autofluorescence of compounds with avidin beads – biophysical, 488/530 nm, flow cytometry, artefact control, profiling panel; compound fluorescence 488/530 nm; active compounds read high; fluorescence (KMESF) at 10 µM; 220,000 compounds, 0.38% hits; AID 1775, 2009; in the data active = fluorescence above about 47; note: inactives centre near 10
Bim-Mcl-1 = inhibitors of Bim peptide binding to Mcl-1, primary screen, biochemical, bead-based flow cytometry, multiplex. Bim peptide-Mcl-1 binding. inhibition, % at 10 µM. 190,000 compounds, 0.1% hits; in the data active = inhibition above about 40%;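 note: 0% = no compound tracer wells and 100% = peptide blocker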
Mcl1 Noxa PPI = Mcl-1/Noxa binding inhibitors, primary screen, biochemical, TR-FRET, 1536-well. AID 1022, 2008. Induced myeloid leukemia cell differentiation protein Mcl-1 (Homo sapiens), Q07820. TR-FRET Mcl-1/Noxa peptide binding, 2 h. 220,000 compounds, 1.5% hits. inhibition, % at 21.7 µM;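 active = compounds that cut the protein-peptide binding signal by more than 50% relative to plate controls in a single-dose test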;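 note: His-tagged Mcl-1 with rhodamine Noxa BH3 peptide and terbium anti-His antibody; 0% = Mcl-1 plus Noxa peptide wells and 100% = peptide-only wells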
ABCB1 block = ABCB1 efflux pump inhibitors, primary screen, cell-based, multiplex, flow cytometry, ABCG2 counter-screen; 190,000 compounds, 0.067% hits; inhibition, % at 6.6 µM; AID 1326, 2008; CCRF-Adr cells, JC-1 efflux; in the data active = inhibition above about 40%;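 note: 0% = vehicle and 100% = reference inhibitor; higher value means more JC-1 retained so stronger ABCB1 efflux block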
RGS8-Gao reg = RGS8-Galphao binding modulators, primary screen, biochemical, multiplexed bead flow cytometry | Guanine nucleotide-binding protein G(o) subunit alpha (Homo sapiens), P09471 | actives lie on both sides | response (percent of control binding), % at 10 µM | 220,000 compounds, 0.34% hits | AID 1423, 2008; in the data active = response below about 60% or above about 140%; inactive = in between;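 note: Galphao activated as the GDP aluminium fluoride complex binding bead-coupled RGS8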
An asterisk follows results filed as active.

`CCCCn1nc(C(=O)NC2=NCCS2)c2ccccc2c1=O` gave GSH bead fluor 10, ABCG2 inh 6.3, RGS7-Gao reg 102.2, Mcl1 Bid PPI -25.0, RGS4-Gao reg 82.5, Avidin bead fluor 16, Bim-Mcl-1 0.0, Mcl1 Noxa PPI -6.1, ABCB1 block 1.1 and RGS8-Gao reg 110.0.
Screening CCCCNC(=O)CCC(=O)Nc1ccc2nc(N3CCCCC3)cc(C)c2c1 returned GSH bead fluor 11, ABCG2 inh 10.5, RGS7-Gao reg 104.5, Mcl1 Bid PPI -7.3, RGS4-Gao reg 91.1, Pf gamet viab -5.0, Avidin bead fluor 5, Bim-Mcl-1 0.0, Mcl1 Noxa PPI 8.9, ABCB1 block 0.9 and RGS8-Gao reg 98.3.
Cc1cc(C)n(-c2nc3c(c(=O)[nH]c(=O)n3C)n2C)n1 was read as GSH bead fluor 8, ABCG2 inh 3.5, RGS7-Gao reg 82.7, Mcl1 Bid PPI -12.3, RGS4-Gao reg 84.7, Avidin bead fluor 9, Bim-Mcl-1 -1.0, Mcl1 Noxa PPI 18.0, ABCB1 block 1.0 and RGS8-Gao reg 93.6.
CC(=O)Oc1oc(-c2ccccc2)nc1C=Nc1ccc(N(C)C)cc1 was read as RGS7-Gao reg inconclusive, Mcl1 Bid PPI -14.7, RGS4-Gao reg 98.2, Pf gamet viab -16.4, Avidin bead fluor 6, Mcl1 Noxa PPI 4.2 and RGS8-Gao reg 98.6.
Screening CCc1c(C)nc2cc(-c3ccc(OC)c(OC)c3)nn2c1N1CCC(C)CC1 returned GSH bead fluor 26, ABCG2 inh 11.7, RGS7-Gao reg 101.2, Mcl1 Bid PPI -2.4, RGS4-Gao reg 101.4, Avidin bead fluor 26, Bim-Mcl-1 -2.0, Mcl1 Noxa PPI 5.8, ABCB1 block 1.8 and RGS8-Gao reg 101.2.
`CC(C)C(=O)Nc1ccc(NC(=O)c2ccccn2)cn1` gave GSH bead fluor 12, ABCG2 inh 6.3, RGS7-Gao reg 100.5, Mcl1 Bid PPI -2.8, RGS4-Gao reg 103.8, Pf gamet viab 11.6, Avidin bead fluor 16, Bim-Mcl-1 0.0, Mcl1 Noxa PPI 21.9, ABCB1 block 1.5 and RGS8-Gao reg 102.1.
For COc1nccnc1NS(=O)(=O)c1ccc(NC(=S)NC(=O)c2cccnc2)cc1 the results were RGS7-Gao reg inconclusive, Mcl1 Bid PPI -54.5, RGS4-Gao reg 96.0, Pf gamet viab 28.9, Avidin bead fluor 6, Mcl1 Noxa PPI 25.4 and RGS8-Gao reg 97.8.
COc1cccc(/C=N/N=C(\N)c2nonc2N)c1O was read as GSH bead fluor 9, ABCG2 inh 5.8, RGS7-Gao reg inconclusive, Mcl1 Bid PPI -30.2, RGS4-Gao reg 96.4, Pf gamet viab -0.3, Avidin bead fluor 7, Bim-Mcl-1 5.0, Mcl1 Noxa PPI 33.7, ABCB1 block 0.3 and RGS8-Gao reg 98.4.
For Cc1cc(C(=O)OCC(=O)NC(C)C)c2ccccc2n1 the results were RGS7-Gao reg inconclusive, Mcl1 Bid PPI -9.4, RGS4-Gao reg 92.8, Pf gamet viab 5.8, Avidin bead fluor 6, Mcl1 Noxa PPI 8.4 and RGS8-Gao reg 97.0.
For COc1ccc(CNC2CCCCC2C)c(OC)c1 (stereo not given) the results were GSH bead fluor 36, ABCG2 inh 0.7, RGS7-Gao reg 115.4, Mcl1 Bid PPI 27.5, RGS4-Gao reg 117.2, Avidin bead fluor 7, Bim-Mcl-1 -4.0, Mcl1 Noxa PPI 8.2, ABCB1 block 0.1 and RGS8-Gao reg 130.6.
CCOc1ccc(C(C)C)cc1S(=O)(=O)Nc1ccc(Cl)cn1 was read as GSH bead fluor 35, ABCG2 inh 0.4, RGS7-Gao reg 101.7, Mcl1 Bid PPI -16.7, RGS4-Gao reg 104.7, Pf gamet viab -30.9, Avidin bead fluor 13, Bim-Mcl-1 -3.0, ABCB1 block 0.4 and RGS8-Gao reg 103.5.
O=C(O)CC1(O)C(=O)N(Cc2ccccc2)c2ccccc21 (stereo not given) was read as GSH bead fluor 12, ABCG2 inh 0.6, RGS7-Gao reg 100.0, Mcl1 Bid PPI -12.0, RGS4-Gao reg 98.6, Avidin bead fluor 11, Bim-Mcl-1 -5.0, Mcl1 Noxa PPI 6.0, ABCB1 block 0.0 and RGS8-Gao reg 99.8.
CC1(C)C2CCC1(C)C(OC(=O)C[n+]1ccccc1N)C2 (stereo not given) was read as RGS7-Gao reg inconclusive, Mcl1 Bid PPI -3.8, RGS4-Gao reg 101.1, Pf gamet viab -8.8, Avidin bead fluor 7, Mcl1 Noxa PPI -12.9 and RGS8-Gao reg 105.7.
For Oc1ccc(-c2cnns2)c(O)c1 the results were GSH bead fluor 11, ABCG2 inh -0.4, RGS7-Gao reg 95.8, Mcl1 Bid PPI -107.4, RGS4-Gao reg 99.3, Pf gamet viab 26.0, Avidin bead fluor 1, Bim-Mcl-1 -4.0, Mcl1 Noxa PPI 34.8, ABCB1 block -0.2 and RGS8-Gao reg 68.2.
`Nc1nc(SCC(=O)N2CCCCC2)[nH]c(=O)c1NC(=O)c1cccs1` gave RGS7-Gao reg inconclusive, Mcl1 Bid PPI -26.1, RGS4-Gao reg 103.5, Pf gamet viab 8.5, Avidin bead fluor 8, Mcl1 Noxa PPI -9.5 and RGS8-Gao reg 101.0.
`Cn1cnc(S(=O)(=O)Nc2ccc(OC(F)(F)F)cc2)c1` gave GSH bead fluor 13, ABCG2 inh 4.7, RGS7-Gao reg 98.7, Mcl1 Bid PPI 5.9, RGS4-Gao reg 102.6, Pf gamet viab -24.6, Avidin bead fluor 7, Bim-Mcl-1 4.0, Mcl1 Noxa PPI 0.8, ABCB1 block -0.2 and RGS8-Gao reg 100.1.
Screening CCn1cc(C(=O)O)c(=O)c2cc(F)c(N/N=C/c3ccccc3)cc21 returned GSH bead fluor 9, ABCG2 inh 15.3, RGS7-Gao reg 99.8, Mcl1 Bid PPI -6.8, RGS4-Gao reg 98.3, Pf gamet viab -5.9, Avidin bead fluor 7, Bim-Mcl-1 9.0, Mcl1 Noxa PPI -47.8, ABCB1 block 1.8 and RGS8-Gao reg 98.2.
`Cc1c(O)ccc(/C(Cc2ccc3ccccc3n2)=N\N)c1O` gave RGS7-Gao reg inconclusive, Mcl1 Bid PPI -19.7, RGS4-Gao reg 87.4, Pf gamet viab -3.1, Avidin bead fluor 9, Mcl1 Noxa PPI 11.9 and RGS8-Gao reg 97.6.
`Cc1nn(Cc2c(Cl)cccc2Cl)c(Cl)c1/C=N/NC(=O)c1cccnc1` gave GSH bead fluor 4, ABCG2 inh 4.8, RGS7-Gao reg 98.5, Mcl1 Bid PPI -58.2, RGS4-Gao reg 99.4, Pf gamet viab 18.6, Avidin bead fluor 2, Bim-Mcl-1 0.0, Mcl1 Noxa PPI 19.2, ABCB1 block 1.4 and RGS8-Gao reg 101.4.
For O=S(=O)(N1CCOCC1)N1CCCN(S(=O)(=O)N2CCOCC2)CC1 the results were GSH bead fluor 29, ABCG2 inh 1.6, RGS7-Gao reg 97.5, Mcl1 Bid PPI -22.8, RGS4-Gao reg 103.3, Pf gamet viab 10.0, Avidin bead fluor 11, Bim-Mcl-1 -6.0, Mcl1 Noxa PPI 13.2, ABCB1 block -0.3 and RGS8-Gao reg 109.6.
COc1ccccc1C(=O)N(Cc1ccco1)C1CCS(=O)(=O)C1 (stereo not given) was read as GSH bead fluor 56, ABCG2 inh 3.7, RGS7-Gao reg 101.5, Mcl1 Bid PPI -3.5, RGS4-Gao reg 100.9, Avidin bead fluor 6, Bim-Mcl-1 0.0, Mcl1 Noxa PPI 8.1, ABCB1 block 0.9 and RGS8-Gao reg 96.2.
`O=C1c2ccc(-c3ccc4c(c3)C(=O)N(CCO)C4=O)cc2C(=O)N1CCO` gave RGS7-Gao reg inconclusive, Mcl1 Bid PPI -26.7, RGS4-Gao reg 107.0, Pf gamet viab 27.2, Avidin bead fluor 9, Mcl1 Noxa PPI -6.9 and RGS8-Gao reg 104.8.
Screening c1ccc(-n2nnnc2SCc2cn3ccccc3n2)cc1 returned GSH bead fluor 28, ABCG2 inh 1.5, RGS7-Gao reg 96.6, Mcl1 Bid PPI -26.7, RGS4-Gao reg 100.3, Pf gamet viab 15.9, Avidin bead fluor 5, Bim-Mcl-1 0.0, Mcl1 Noxa PPI -0.5, ABCB1 block 0.3 and RGS8-Gao reg 99.9.
O=C(NCCc1nc2ccccc2[nH]1)c1ccc(F)cc1 was read as GSH bead fluor 4, ABCG2 inh 0.7, RGS7-Gao reg 100.0, Mcl1 Bid PPI -1.9, RGS4-Gao reg 105.4, Avidin bead fluor 7, Bim-Mcl-1 -1.0, Mcl1 Noxa PPI 7.8, ABCB1 block 0.0 and RGS8-Gao reg 101.2.
Cc1ccc(CN2CCNC(=O)C2CC(=O)N(Cc2c(C)nn(C)c2C)C2CC2)o1 (stereo not given) was read as GSH bead fluor 12, ABCG2 inh 0.7, RGS7-Gao reg 91.7, Mcl1 Bid PPI -13.4, RGS4-Gao reg 95.4, Pf gamet viab 1.5, Avidin bead fluor 3, Bim-Mcl-1 0.0, Mcl1 Noxa PPI 16.0, ABCB1 block -0.4 and RGS8-Gao reg 94.8.
`COc1cc(/C=N/NC(=O)c2ccc(C)nc2)cc([N+](=O)[O-])c1O` gave GSH bead fluor 13, ABCG2 inh 2.6, RGS7-Gao reg 98.4, Mcl1 Bid PPI -12.8, RGS4-Gao reg 105.0, Pf gamet viab 4.0, Avidin bead fluor 12, Bim-Mcl-1 -1.0, Mcl1 Noxa PPI 31.8, ABCB1 block 1.0 and RGS8-Gao reg 102.8.
CC(=O)OCC1=C(C(=O)O)N2C(=O)C(NC(=O)CCn3nc(C(F)(F)F)c(Br)c3C3CC3)C2SC1 (stereo not given) was read as GSH bead fluor 10, ABCG2 inh 7.1, RGS7-Gao reg 92.5, Mcl1 Bid PPI 35.0, RGS4-Gao reg 91.0, Avidin bead fluor 11, Bim-Mcl-1 0.0, Mcl1 Noxa PPI 32.2, ABCB1 block -0.1 and RGS8-Gao reg 94.0.

High-throughput results deposited in PubChem BioAssay by several laboratories.
